High-throughput results from PubChem BioAssay.
S1P3 antag: S1P3 (human) receptor antagonism. inhibition, % at 4.98 µM. actives 0.27% (n = 170,000). Q99500. CHO S1P3 NFAT-BLA reporter, FRET fluorescence, antagonist mode;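 active means inhibition above the plate cutoff, the mean inhibition of test wells on that plate plus 3 SD, cut at about 28% in these data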;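 further: cells challenged with S1P at its EC80 of 0.8 µM; blue over green emission ratio from cleaved BLA substrate after 4 h stimulation; 0% = S1P-stimulated wells and 100% = unstimulated DMSO-only wells; some compounds past the cut are filed as inactive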
Target sequence (Q99500 whole entry, looked up): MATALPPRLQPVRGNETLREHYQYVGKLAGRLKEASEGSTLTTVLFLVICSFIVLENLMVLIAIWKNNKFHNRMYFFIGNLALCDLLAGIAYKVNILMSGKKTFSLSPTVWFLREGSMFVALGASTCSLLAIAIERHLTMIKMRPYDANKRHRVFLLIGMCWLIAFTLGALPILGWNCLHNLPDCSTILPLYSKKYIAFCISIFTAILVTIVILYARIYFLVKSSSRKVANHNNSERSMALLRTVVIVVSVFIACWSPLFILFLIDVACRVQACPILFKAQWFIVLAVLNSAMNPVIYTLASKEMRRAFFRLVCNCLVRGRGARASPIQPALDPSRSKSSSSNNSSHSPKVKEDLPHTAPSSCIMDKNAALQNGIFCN
* marks the source's active call; other numbers are inactive results. A portion of the library; the hit share may differ from the screen's.

SMILES | S1P3 antag
COc1ccc(C(=O)Oc2ccc[nH]c2=O)cc1 | -10
COC(=O)[C@@H](NC(=O)NCCC1=CCCCC1)C(C)C | -1
Cc1cccn2c(=O)c3cc(C#N)c(=NC(=O)c4cccs4)n(CCCOC(C)C)c3nc12 | -1
CCOc1ccc(-n2c(C)cc(/C=N/Nc3nc(C)cc(=O)[nH]3)c2C)cc1 | 9
CCc1ccc2n(-c3ccc(OC)cc3)c([S-])c(C(=O)Nc3cc(C)cc(C)c3)[n+]2c1 | 8
Cc1cccc(CN2CCN(CC(C)C)C(CCO)C2)n1 (stereo unspecified) | 3
O=C(CN1CCOCC1)N/N=C/c1ccc(-c2ccc(Br)cc2)o1 | -1
CNNC(=S)Nc1cccc(SC)c1 | -4
Cc1cccn2c(=O)c(/C=C(\C#N)C(N)=O)c(Oc3ccccc3)nc12 | -4
Cc1ccc(NC(=O)Cn2c(O)c(N=NC(N)=O)c3ccccc32)cc1 | -5
O=C(OCc1nc2ccccc2[n+]([O-])c1C(=O)c1ccccc1)c1ccco1 | 7
Cc1cccc(NC(=S)Nc2cccc(C)n2)n1 | -18
CN(C)/C=C(\C(=O)c1ccccc1)c1nnnn1-c1ccccc1 | -2
O=C(Nc1ccccc1Cl)c1ccc(-c2ccccn2)s1 | -4
O=C(CSc1nc2ncc(Cl)cc2[nH]1)c1c[nH]c2ccccc12 | 9
COc1cccc(-n2c(SCC(=O)Nc3nc4ccccc4s3)nc3ccccc3c2=O)c1 | 18
CC1(CO)COC(c2ccccc2)=N1 (stereo unspecified) | -14
CCOC(=O)c1c(NC(=O)CCC(=O)N(CC)CC)sc2c1CC(C)(C)OC2 | 5
C=CCNC(=S)N1CCN(c2ccccc2Cl)CC1 | 13
O=C(NC(Cc1c[nH]c2ccccc12)C(=O)O)/C(=C\c1ccc2c(c1)OCO2)NC(=O)c1ccccc1 (stereo unspecified) | 5
COC(=O)c1ccc(COc2ccc(NC(C)=O)cc2)o1 | -4
Cc1ccc2[nH]c(C)c(CN(C)C3CCN(C)CC3)c(=O)c2c1 | 3
Cn1ncc([N+](=O)[O-])c1C(=O)NCc1ccccc1 | -6
Cc1n[nH]c(=S)n1-c1ccccc1 | -3
Cc1cc(-c2nn(C)c(=O)c3ccccc23)cc(C)c1O | 1

(list continues)
SMILES | S1P3 antag
COc1ccc(N(CC(=O)NCc2ccccc2)C(=O)CCC(=O)Nc2cc(C)ccn2)c(OC)c1 | -7
CCC(=O)c1ccc(OCC(=O)Nc2ccc3nc(C)sc3c2)cc1 | -9
COC(=O)C1=C(C)Nc2[nH]c(=S)[nH]c(=O)c2C1c1ccc(O)cc1 (stereo unspecified) | -1
CC(C)CNC1CCS(=O)(=O)C1 (stereo unspecified) | -19
Cc1nc(-c2ccc(S(=O)(=O)N3CCN(C(c4ccccc4)c4ccccc4)CC3)s2)cs1 | 0
Cc1ccc(S(=O)(=O)N/N=C/c2cc(Br)ccc2O)cc1 | 7
O=C1/C(=C/C=C/c2ccco2)SC(=S)N1NS(=O)(=O)c1ccccc1 | -6
CCNC(=O)Cn1cc(C(F)(F)F)cc(Cl)c1=O | -9
C=CCn1c(C)nnc1SCC(=O)N1CCN(S(=O)(=O)c2ccccc2)CC1 | -1
Cc1cc(=O)[nH]c(SCC(=O)NCC2CCCO2)n1 (stereo unspecified) | -7
CC(=O)c1ccc(S(=O)(=O)N2CCN(CC#N)CC2)cc1 | -3
Cc1cccc(C2C3=C(CCCC3=O)N=C3c4ccccc4C(=O)C32)c1 (stereo unspecified) | 2
CN(CCO)S(=O)(=O)c1ccc2c(c1)C(=NNC(N)=O)c1cc(S(=O)(=O)N(C)CCO)ccc1-2 | -4
Cn1ccc(NC(=O)Nc2ccc(Cl)cc2)n1 | -2
Cc1cc(=O)[nH]c(SCC(=O)Nc2ccc(C)c(S(=O)(=O)N3CCCCC3)c2)n1 | -13
CCCC(=O)Nc1c(-c2ccccc2OC)c(=O)c2ccccc2n1C | 8
S=c1[nH]nc(-c2ccncc2)n1/N=C/c1cn(-c2ccccc2)nc1-c1ccccc1 | -16
COc1ccc2[nH]c(=O)c(CN(C(=O)c3cccnc3)c3cccc(C)c3)cc2c1 | -7
Cc1cc(N/C=C(\C#N)S(=O)(=O)c2ccc(Cl)cc2)nc(C)n1 | -6
O=c1[nH]c(CSc2cccc[n+]2[O-])nc2ccccc12 | 8
CN1CCN(c2ccc(CNS(=O)(=O)c3cccc(F)c3)cc2)CC1 | 0
COC(=O)c1cc(NS(=O)(=O)c2ccc(C(C)C)cc2)ccc1N1CCOCC1 | -1
CCN1CCN(c2c(/C=C3\SC(=S)N(Cc4ccco4)C3=O)c(C)c(C#N)c(=O)n2C)CC1 | -1
CC(=O)c1sc(C(C)(C)C)cc1NC(=O)CCC(=O)O | 7
Cc1nn(C)cc1/C=N/NC(=O)CSc1ccccn1 | -8

2 of the compounds above, as comma-separated lines.
Molecule,S1P3 antag
Cc1cc(N/C=C(\C#N)S(=O)(=O)c2ccc(Cl)cc2)nc(C)n1,-6
O=c1[nH]c(CSc2cccc[n+]2[O-])nc2ccccc12,8

(list continues)
SMILES | S1P3 antag
O=C(O)CNC(=O)CCn1nnc2ccccc2c1=O | -20
O=C1CSC(=Nc2ccc(Cl)cc2)N1Cc1ccco1 | -11
O=C(CC(C(=O)O)P(=O)(c1ccccc1)c1ccccc1)c1ccc(Br)cc1 (stereo unspecified) | 7
CSc1ccc(Cn2nnc(C(=O)NCCc3ccc(Cl)cc3)c2N)cc1 | -12
Cc1ccc(/C=N/N2CCN(c3ccccn3)CC2)o1 | -6
Cc1ccc(C(=O)N2CCN(Cc3ccc4c(c3)OCO4)CC2)cc1S(=O)(=O)N1CCOCC1 | 3
CCOc1ccc2[nH]c3c(=O)n(CCc4ccc(OC)cc4)cnc3c2c1 | 0
O=C(N/N=C/c1ccc2nccnc2c1)c1ccc(Br)cc1 | 1
CCCN(C(=O)C(=O)Nc1ccc2nc3n(c(=O)c2c1)CCCCC3)c1ccc(OCC)cc1 | -2
COC(=O)c1sc(C(C)(C)C)cc1CS(=O)(=O)c1ccc(Cl)cc1 | 10
COc1ccc(CCNC(=S)NC(=O)c2c(-c3ccccc3Cl)noc2C)cc1OC | -8
C[C@@H]1OC(Nc2ccc(N=Nc3ccccc3)cc2)[C@H](O)[C@H](O)[C@H]1O (stereo partly specified) | -14
Cn1c(=O)c2c(nc(Sc3ccccc3N)n2C)n(C)c1=O | -6
O=C1CNC(=O)/C1=C/c1ccc(Br)cc1 | 3
NC1=NC(=Nc2ccc(S(N)(=O)=O)cc2)c2ccccc21 | -5
CCOC(=O)c1ccc(NC(=S)NCc2ccco2)cc1 | 2
CCNc1nc(NCC)nc(N/N=C/c2cc(OC)c(OC)c(OC)c2)n1 | -2
COc1ccc(C(=O)Nn2cnnc2)cc1OC | 9
O=C(C1=NN[C@@H]2C(=O)N(c3ccccc3C(F)(F)F)C(=O)[C@H]12)c1cnccn1 | -2
OC1(CNCc2ccccc2)C2CC3CC(C2)CC1C3 (stereo unspecified) | -7
Cc1[nH]c2ccccc2c1SCc1nnc(SCc2ccc(Cl)cc2)n1C | 8
O=C(Cc1nc(-c2cnccn2)no1)NNC(=O)Nc1ccccc1 | 8
[O-]/C(=C(\C(=S)Nc1ccccc1F)[n+]1ccccc1)c1ccc(OC(F)F)cc1 | 4
CC1=NN(c2nc3ccccc3[nH]2)C(=O)C1Cc1ccccc1 (stereo unspecified) | -16
Cc1ccc(-c2csc3nc(C(C)C)oc(=O)c23)c(C)c1 | -11

Reprinted from the part before: 4 entries, then new ones.
SMILES | S1P3 antag
O=C(Cc1nc(-c2cnccn2)no1)NNC(=O)Nc1ccccc1 | 8
[O-]/C(=C(\C(=S)Nc1ccccc1F)[n+]1ccccc1)c1ccc(OC(F)F)cc1 | 4
CC1=NN(c2nc3ccccc3[nH]2)C(=O)C1Cc1ccccc1 (stereo unspecified) | -16
Cc1ccc(-c2csc3nc(C(C)C)oc(=O)c23)c(C)c1 | -11
CCCCOP(=O)(c1ccc(N(C)C)cc1)C(O)c1ccc(OC)c(OC)c1 (stereo unspecified) | -6
COc1ccc(CN2C(=O)c3oc4ccccc4c(=O)c3C2c2ccc(O)c(OC)c2)cc1 (stereo unspecified) | -12
S=C1N[C@H]2CCCC[C@@H]2N1 | -1
c1csc(-c2nc(CN3CCSCC3)cs2)c1 | 2
O=C(CN1CCCCC1)Nc1scc2c1c(=O)oc1ccccc12 | -1
COCCCN1CN(Cc2ccco2)CNC1=S | -11
CC(=O)Nc1ccc(-c2cc(C(=O)O)c3ccccc3n2)cc1 | -2
COc1ccc(C(=O)NCC(=O)OCC(=O)Nc2cccc(S(=O)(=O)N3CCCC3)c2)cc1 | -24
Cc1cc(C)n(CCC(=O)N/N=C/c2ccc(Cl)c([N+](=O)[O-])c2)n1 | -2
CN(C)c1ccc(CN(C(=O)/C=C/c2ccccc2Cl)C2CCS(=O)(=O)C2)cc1 (stereo unspecified) | -8
Cc1cc(C2CC(=O)Nc3ccccc3S2)c(C)s1 (stereo unspecified) | -5
CCOc1ccc(Nc2c3ccccc3nc3ccccc23)cc1 | -7
CC(=O)NNC(=O)CN1C(=O)/C(=C/c2ccccc2)SC1=S | 1
CCn1cc(S(=O)(=O)CC(=O)Nc2ccc3c(c2)OCO3)c2ccccc21 | 3
C=CCn1c(SCC(C)=O)nnc1-c1ccc2ncccc2c1 | 1
Nn1c(C2COc3ccccc3O2)n[nH]c1=S (stereo unspecified) | 0
CSc1nc2c(C)c(C)c(C)c(C)c2[nH]1 | -12
Cc1ccc(C(=O)NNC(=O)Cn2nnc3ccccc32)cc1 | 2
CCN(CC)c1ccc(CNc2nc3ccccc3n2C(C)C)cc1 | 14
Cc1ccc(N(Cc2cc3ccc(C)cc3[nH]c2=O)C(=O)c2cccs2)cc1 | 0
O=C(NCc1ccc(Cl)cc1)c1csc(-c2cccnc2)n1 | 13
COc1ccc(NS(=O)(=O)c2ccc(C)cc2)c([N+](=O)[O-])c1 | 5
Cc1onc(-c2c(F)cccc2Cl)c1C(=O)NCCN1CCNC1=O | -2
Cc1cccc(Nc2nc(N)nc(CCl)n2)c1 | -9
Cc1sc2nc(CN3CCN(c4ccc(O)cc4)CC3)[nH]c(=O)c2c1C | -9

Among those listed so far, 2 contain a CF3 group:
SMILES | S1P3 antag
CCNC(=O)Cn1cc(C(F)(F)F)cc(Cl)c1=O | -9
O=C(C1=NN[C@@H]2C(=O)N(c3ccccc3C(F)(F)F)C(=O)[C@H]12)c1cnccn1 | -2

Continued.
SMILES | S1P3 antag
CCC(O)(CC)C(=O)N/N=C/c1cc(Br)cc(Br)c1O | -2
COc1ccc(C)cc1NC(=O)C(=O)N1CCCC1 | -3
COC(=O)c1ccc(S(=O)(=O)NCc2ccccn2)n1C | 7
CCOc1ccc(-n2c(SCC(N)=O)nc3sc4c(c3c2=O)CCN(C)C4)cc1 | 11
Nc1cc([N+](=O)[O-])ccc1Nc1ccc(O)cc1 | -6
Cc1cccc(Cl)c1NC(=S)NN | -1
CC(C)CNC(=O)c1cnn2c(C(F)(F)F)cc(C(F)(F)F)nc12 | -3
CC1CCN(CC(=O)Nc2ccc(S(=O)(=O)NC3CC3)cc2)CC1 | -6
Cc1onc(-c2c(Cl)cccc2Cl)c1NC(=O)NNc1ccccc1 | 1
CN(C)S(=O)(=O)c1cccc(NC(=S)N/N=C/c2ccc(O)c(O)c2O)c1 | -9
COCCN(Cc1ccco1)C(=O)Cn1ncc2c(=O)oc3ccccc3c21 | -18
O=C(NC(=S)Nc1ccccc1[N+](=O)[O-])c1ccccc1 | -10
CCOc1cc2[nH]c(=O)n(CCCCCC(=O)NCc3ccc4c(c3)OCO4)c(=O)c2cc1OCC | 0
Cc1cc(NS(=O)(=O)c2ccc(NC(=O)CSc3nc4ncc(Cl)cc4[nH]3)cc2)nc(C)n1 | 8
COc1ccc(-c2cc3cc(OC)c(OC)cc3c(C)n2)cc1 | 6
CN(C)c1ccc(/C=C/c2ccc3ccccc3n2)cc1 | 46*
Cn1cc(C=C2C(=O)OC3(CCCCC3)OC2=O)c2ccccc21 | -6
CC(C)C1Cc2c(sc3c2c(=O)n(-c2ccccc2)c2n[nH]c(=S)n32)CO1 (stereo unspecified) | -11
Nc1nccc(/C=C/c2ccc(Cl)cc2)n1 | -11
COc1ccc(C(O)P(=O)(OCCC(C)C)c2ccc(N(C)C)cc2)cc1OC (stereo unspecified) | 7
Cc1ccccc1NC(=O)COc1ccc2c(c1)OC(C)(C)CC2=O | -3
COC(=O)Cc1[nH]nc2c1C(c1ccc(O)c(OC)c1)C(C#N)=C(N)O2 (stereo unspecified) | 8
COC(=O)c1c(NC(=O)C(Cl)Cl)sc2c1C(C(=O)OC)CC2 (stereo unspecified) | -8
Cc1cccc(CC(=O)c2c[nH]c3ccccc23)c1 | -10
COCc1cc(=O)[nH]c(-c2csc(C)n2)n1 | 8

(more compounds)
SMILES | S1P3 antag
CC(=O)c1cnn(-c2ccc(Cl)c(Cl)c2Cl)c1C | 1
O=c1c2ccccc2c(C=Nc2ccccc2O)c(O)n1-c1nccs1 | -8
O=C1OCc2ccc(NS(=O)(=O)c3ccc(C(F)(F)F)cc3)cc21 | 0
COc1ccc2[nH]c(C)c(CN3CCCC(C)C3)c(=O)c2c1 (stereo unspecified) | -23
CCOCCCn1c(=NC(C)=O)c(C#N)cc2c(=O)n3cccc(C)c3nc21 | -14
Cc1csc2c(N3CCN(C(=S)Nc4ccc(C(F)(F)F)cc4)CC3)ncnc12 | 15
COCCN1CCn2c(nc3cc([N+](=O)[O-])ccc32)C1 | -3
COc1ccc(-c2cn3ccccc3n2)cc1 | 0

Retrieved one by one from the entries so far (5):
SMILES | S1P3 antag
Cc1ccc(C(=O)NNC(=O)Cn2nnc3ccccc32)cc1 | 2
COc1ccc(C)cc1NC(=O)C(=O)N1CCCC1 | -3
COc1ccc(NS(=O)(=O)c2ccc(C)cc2)c([N+](=O)[O-])c1 | 5
COc1ccc(CN2C(=O)c3oc4ccccc4c(=O)c3C2c2ccc(O)c(OC)c2)cc1 (stereo unspecified) | -12
O=C(C1=NN[C@@H]2C(=O)N(c3ccccc3C(F)(F)F)C(=O)[C@H]12)c1cnccn1 | -2
